Bioassay records (PubChem)
S1P2 agonist = activates the human S1P2 receptor; activation, % at 4.5 µM; O95136; S1P2-expressing cell line, agonist reporter read-out; 0.46% of 97,000 active; in the data active means activation above about 16%;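 further: 0% = vehicle low control and 100% = maximal reference agonist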
CD11b adhes inh = CD11b/CD18-fibrinogen binding inhibition. K562 CD11b/CD18 adhesion to fibrinogen, ATPlite luminescence; Mn2+ added to activate the integrin. inhibition, % at 10 µM. 0.54% of 93,000 active. AID 1497;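 active means primary inhibition of 50% or more at 10 µM, then 40% or more on retest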; further: some results filed as inactive read as strong as hits
PostGolgi ctrl = growth of the yeast control strain, post-Golgi counter-screen; efflux-deficient yeast background strain, growth absorbance A615, 16 h; inhibition, % at 10 µM; 5% of 98,000 active; AID 738
PLAP activator = activates human placental alkaline phosphatase; activation fold at 20 µM; 1.2% of 96,000 active; purified PLAP enzyme, luminescent substrate read-out; stronger effect = higher value; P05187; in the data active means activation fold above about 2
Target sequence (P05187 whole entry, looked up): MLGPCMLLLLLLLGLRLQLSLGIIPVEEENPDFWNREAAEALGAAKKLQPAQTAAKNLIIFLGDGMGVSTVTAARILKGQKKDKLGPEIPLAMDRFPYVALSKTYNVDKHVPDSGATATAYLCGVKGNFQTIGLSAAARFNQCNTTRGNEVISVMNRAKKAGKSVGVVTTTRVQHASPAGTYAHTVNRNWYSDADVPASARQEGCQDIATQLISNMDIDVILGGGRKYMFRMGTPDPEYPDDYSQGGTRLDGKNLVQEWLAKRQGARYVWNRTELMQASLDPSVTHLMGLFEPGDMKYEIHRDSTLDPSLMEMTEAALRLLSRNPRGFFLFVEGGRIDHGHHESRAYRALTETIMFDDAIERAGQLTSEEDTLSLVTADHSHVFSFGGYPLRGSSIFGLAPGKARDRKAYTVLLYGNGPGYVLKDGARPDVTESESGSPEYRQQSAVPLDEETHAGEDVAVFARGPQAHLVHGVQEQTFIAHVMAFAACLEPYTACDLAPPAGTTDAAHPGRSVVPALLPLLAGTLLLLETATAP
sEH inh = soluble epoxide hydrolase (human) inhibition; 0.34% of 91,000 active; recombinant human sEH enzymatic activity assay; P34913; inhibition, % at 2 µM; in the data active means inhibition above about 80%; further: values of inactives mirror those of a sister screen read the other way; many of its hits are not listed in these tables
Target sequence (P34913 whole entry, looked up): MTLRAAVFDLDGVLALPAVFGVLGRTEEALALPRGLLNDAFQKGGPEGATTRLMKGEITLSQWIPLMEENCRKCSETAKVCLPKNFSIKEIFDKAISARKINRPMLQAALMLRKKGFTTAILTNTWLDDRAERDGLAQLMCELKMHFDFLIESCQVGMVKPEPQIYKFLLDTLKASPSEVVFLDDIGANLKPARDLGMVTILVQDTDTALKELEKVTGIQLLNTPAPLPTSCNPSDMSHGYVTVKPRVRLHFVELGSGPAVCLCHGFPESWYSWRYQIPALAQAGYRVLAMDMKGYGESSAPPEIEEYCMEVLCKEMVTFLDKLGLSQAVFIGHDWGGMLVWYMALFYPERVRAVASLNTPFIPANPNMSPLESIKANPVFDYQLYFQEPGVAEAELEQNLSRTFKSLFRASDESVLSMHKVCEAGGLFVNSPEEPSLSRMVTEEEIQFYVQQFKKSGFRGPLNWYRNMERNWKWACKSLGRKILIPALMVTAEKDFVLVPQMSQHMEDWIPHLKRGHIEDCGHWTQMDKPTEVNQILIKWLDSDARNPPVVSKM
PostGolgi yeast = growth inhibition of a yeast mutant, post-Golgi transport screen; post-Golgi transport phenotypic cell assay; AID 739; inhibition, % at 10 µM; 0.9% of 98,000 active;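 further: yeast cells grown in 1536-well plates; yeast grown about 18 h at 30C before absorbance read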
E coli WT exp = blocks growth of wild type E. coli BW25113. OD600 absorbance. growth inhibition, % at 100 µM. 0.15% of 98,000 active;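 active means growth inhibition above about 50% at one test dose, limit read from the data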;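 further: growth measured after 20 h incubation at 37 °C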
sEH act = activators of human soluble epoxide hydrolase; P34913; purified human sEH enzymatic activity, activator screen; activation, % at 2 µM; 0.04% of 91,000 active; AID 717; in the data active means activation above about 37%; further: values of inactives mirror those of a sister screen read the other way
S1P2 blocker = antagonists of human S1P2 receptor. O95136. cell-based S1P2 antagonist assay, inhibition at 5 uM. inhibition, % at 5 µM. 0.21% of 97,000 active. AID 736; in the data active means inhibition above about 45%;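 further: CRE beta-lactamase reporter cells expressing human S1P2 stimulated with S1P; 0% = agonist at EC80 alone and 100% = agonist plus reference antagonist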
* = called active by the depositor; nt = not tested or not shown. Unless noted, no stated cut-off is given here; in the data, active means inhibition above about 30%; inactive means the rest. Not all compounds are listed. The share of hits here may be higher or lower than overall.

SMILES	S1P2 agonist	CD11b adhes inh	PostGolgi ctrl	PLAP activator	sEH inh	PostGolgi yeast	E coli WT exp	sEH act	S1P2 blocker
O=P(/C(=N/O)N1CCOCC1)(N1CCOCC1)N1CCOCC1	-3	-8	7	0.8	9	-5	-2	-9	17
O=C1NCCN2CCCC12 (centres undefined)	-3	52	8	1	nt	nt	0	nt	-14
COc1ccc(CCNCc2ccc(F)cc2)cc1OC	-5	-6	-6	1	-2	4	3	-1	-28
CCC(C)(C)n1nnnc1CN1CCC(n2c(C)nc3cc(C(F)(F)F)ccc32)CC1	-1	nt	nt	nt	8	nt	nt	-4	-7
Cc1cccc(N2C(=O)/C(=C/N3CCN(C(=O)c4ccco4)CC3)C(=O)NC2=S)c1	-8	1	-1	1.2	8	-3	-8	-6	-4
CN1CCCC1C(O)(c1ccccc1)c1ccccc1 (centres undefined)	-2	nt	nt	nt	-13	nt	nt	16	18
O=C(CCS(=O)(=O)c1ccc(Br)cc1)N1CCC2(CC1)OCCO2	nt	22	1	0.9	nt	0	-8	nt	nt
CC(C)C(=O)c1cn(Cc2ccccc2C#N)c2ccccc12	-4	6	13	0.8	6	3	-17	-6	4
Cn1ccnc1P(=S)(c1nccn1C)c1nccn1C	-5	-10	2	1.4	-14	-3	4	13	14
CCC(=NCc1cc(OC)cc(OC)c1)c1c(O)n(C)c(=O)n(C)c1=O	3	22	4	1.2	7	0	-3	-8	15
O=C(CNS(=O)(=O)c1ccc(Br)s1)N1CCC2(CC1)OCCO2	-5	nt	16	1.1	6	-1	1	-6	-2
CCCCN1C(=O)NC(=O)C2(Cc3cc(C)ccc3N(C)C2)C1=O (centres undefined)	-8	2	-3	1.2	16	20	2	-17	-3
CCc1ccc(OCCCN=C(C)c2c(O)n(C)c(=O)n(C)c2=O)cc1	-6	14	6	1.4	2	13	-2	-2	1
C=CCOC(=O)C1=C(C)OC(N)=C(C(=O)OCC)C12C(=O)N(CC(N)=O)c1ccccc12 (centres undefined)	-4	11	4	1.3	nt	0	5	nt	10
CC(C)CN(CC(C)C)c1ccc(C=C2C(=O)NC(=S)NC2=O)cc1[N+](=O)[O-]	1	nt	19	0.9	3	12	-1	-2	17
CC(=NCc1ccco1)c1c(O)n(Cc2ccccc2)c(=O)[nH]c1=O	-6	-13	22	0.9	23	11	-9	-22	5
C=Cn1ccnc1P(=S)(c1nccn1C=C)c1nccn1C=C	-5	15	-2	1.2	25	3	-2	-23	0
Cc1ccc(C2N(c3cc(C)on3)C(=O)C3CCCN32)cc1 (centres undefined)	-3	-12	-3	1.1	nt	1	3	nt	-15
CCn1c(O)c(C(=O)CC2NCCc3ccccc32)c(=O)n(CC)c1=S (centres undefined)	-4	nt	18	nt	nt	-10	-4	nt	18
O=C1CC(=O)N(c2ccc3c(c2)OCO3)C(=O)N1	-3	-3	4	0.8	2	5	-10	-2	-2
Cc1ccc(NP(=O)(Oc2ccccc2F)Oc2ccccc2F)cc1	-2	nt	36*	0.6	6	14	-9	-4	-7
CNC(=O)Oc1ccc2c(c1)C(=O)c1ccccc1CO2	0	2	-2	0.7	3	-1	8	-4	-4
O=C(Cc1ccccc1)Oc1cccc(N2C(=O)CCC2=O)c1	-4	4	33*	1.1	6	3	4	-6	16
FC(F)(F)/C(=N\P(=S)(N1CCOCC1)N1CCOCC1)N1CCOCC1	-10	1	5	1.2	4	19	-3	-3	19
COc1ccc2c(c1)c(C(=O)O)c(C)n2CC(C)C	-6	0	1	1	-11	-2	4	12	15
Cc1nc2cc(C(F)(F)F)ccc2n1C1CCN(Cc2nnnn2Cc2cccs2)CC1	nt	-24	-1	1.5	nt	-6	-11	nt	nt
CN1C(=O)/C(=C\c2ccc(N3CCCCC3)o2)C(=O)NC1=S	-1	-14	-1	0.4	3	1	-7	-3	-31
CN1C(=O)C(Cc2c[nH]c3ccccc23)C(=O)N(C)C1=O	-4	0	3	1.2	0	-1	2	-1	3
COc1ccccc1OCC(=O)Nc1ccc(Cl)cc1C(=O)c1ccccc1	-7	-22	40*	0.8	-24	-2	-18	24	-3
CC(C)CC(NC(=O)C1CCCCC1)C(=O)N1CCC2(CC1)OCCO2 (centres undefined)	-7	21	17	1.2	1	-5	5	-2	11
CCC12CN3CCN(CC(C3)/C1=N\O)C2	-9	2	-1	0.9	-6	2	-2	5	17
Cc1ccc(-n2c(O)c(C=Nc3ccccc3N)c(=O)[nH]c2=O)cc1C	-7	20	7	1.4	-10	-7	-6	10	2
CCCCCP(=O)(O)c1ccccc1	-7	6	-4	0.8	10	-3	7	-10	1
CC(=O)Nc1ccc(OC(=O)N(C)c2ccccc2)cc1	1	-2	1	0.9	-7	1	-4	7	2
O=C(c1cc2c(s1)CCCC2)N1CCC2(CC1)OCCO2	-3	-36	12	1.2	-2	-1	-2	3	13
Cc1cccc(NC(=O)CSc2nnc([C@@H](N)Cc3c[nH]c4ccccc34)o2)c1C	-5	5	19	1.7	-4	2	6	2	5
CC(c1ccccc1)n1cncc1C(=O)N1CCCC1=O (centres undefined)	2	-8	-4	0.8	-18	2	2	18	3
O=C(Cn1c(=S)[nH]c2ccccc2c1=O)N1CCC2(CC1)OCCO2	-4	nt	14	0.9	6	11	-6	-9	-9
CN(C)C1(c2nnnn2CCOC(=O)Nc2ccc(Cl)cc2)CCCCC1	-1	20	12	0.9	12	2	-5	-8	-7
O=C(NC1CC1)C1CSC(c2cccnc2)=N1 (centres undefined)	-8	-6	8	0.9	-10	8	10	9	-4

As a working copy, some entries already given:
SMILES	S1P2 agonist	CD11b adhes inh	PostGolgi ctrl	PLAP activator	sEH inh	PostGolgi yeast	E coli WT exp	sEH act	S1P2 blocker
Cc1nc2cc(C(F)(F)F)ccc2n1C1CCN(Cc2nnnn2Cc2cccs2)CC1	nt	-24	-1	1.5	nt	-6	-11	nt	nt
CN1C(=O)/C(=C\c2ccc(N3CCCCC3)o2)C(=O)NC1=S	-1	-14	-1	0.4	3	1	-7	-3	-31
CN1C(=O)C(Cc2c[nH]c3ccccc23)C(=O)N(C)C1=O	-4	0	3	1.2	0	-1	2	-1	3
COc1ccccc1OCC(=O)Nc1ccc(Cl)cc1C(=O)c1ccccc1	-7	-22	40*	0.8	-24	-2	-18	24	-3
CC(C)CC(NC(=O)C1CCCCC1)C(=O)N1CCC2(CC1)OCCO2 (centres undefined)	-7	21	17	1.2	1	-5	5	-2	11

Remaining list, next part
SMILES	S1P2 agonist	CD11b adhes inh	PostGolgi ctrl	PLAP activator	sEH inh	PostGolgi yeast	E coli WT exp	sEH act	S1P2 blocker
c1ccc2oc(N3CCNCC3)nc2c1	-15	15	19	1	-6	-2	4	4	0
CCCCn1c(O)c(C(C)=NCCCn2ccnc2)c(=O)[nH]c1=O	-3	-8	4	0.9	-18	1	-1	17	5
CCOc1cccc(C2NCc3ccccc3-n3cccc32)c1O (centres undefined)	-1	-3	0	1.4	-7	2	10	8	14
C=CCN1C(=O)C2(C(C(=O)OCC)=C(N)Oc3ccccc32)c2c1c1ccccc1oc2=O (centres undefined)	-7	34	0	1.3	6	11	6	-6	3
CC(=O)C1(c2ccccc2)CCNCC1	-7	1	2	0.8	16	11	-1	-17	18
OCCN1C2CCC1CC(O)(c1ccc(F)cc1)C2 (centres undefined)	-2	-12	-2	0.9	-8	-1	2	11	-7
CC12CN3CN(C1)CC(c1ccccc1)(C3)C2=O	-4	nt	nt	nt	14	nt	nt	-10	1
CCOCCCN=Cc1c(O)n(Cc2ccccc2)c(=O)[nH]c1=O	-8	-14	-3	1	2	-2	-1	-5	-4
O=C(c1ccccc1F)c1cn(CC(=O)N2CCCCC2)c2ccccc12	-3	-7	22	1	-20	4	0	17	-14
CC1N(O)C2CCCCCC2N1O (centres undefined)	-4	-5	5	1	1	-5	-7	-2	12
Cc1ccc2nc(-c3ccncc3)cc(C(=O)N3CCC4(CC3)OCCO4)c2c1	-4	2	13	1.4	1	4	0	2	15
CCCCn1c(O)c(C(CC)=NCc2ccco2)c(=O)[nH]c1=O	-3	-7	17	1	3	1	-3	-2	-13
CCOC(=O)[C@@]1(C#N)C(c2ccc(Cl)c(Cl)c2)[C@H](C(N)=O)N2C=C(C(C)=O)C=C[C@H]21 (some centres undefined)	-2	-8	11	1	-19	3	0	19	14
O=C(c1cc(-c2cccnc2)nc2ccc(Cl)cc12)N1CCC2(CC1)OCCO2	1	-28	6	1	7	23	1	-4	-17
CCCCn1c(O)c(C(CC)=Nc2ccc(OCC)cc2)c(=O)[nH]c1=O	0	2	21	0.9	3	-1	2	1	-4
CSc1ncc(Cl)c(C(=O)O)n1 (tested in a mixture with another compound)	-4	7	8	1.2	-4	-4	3	8	1
CCCC1(CCC)C(=O)NC(=NCc2ccccc2)NC1=O	-11	-5	1	1.1	-1	-6	2	0	13
O=c1[nH]c(=O)n(Cc2ccc(F)cc2)c(O)c1C=NCCCO	-6	29	-2	0.8	12	2	-1	-12	-18
CC(NCc1ccc(Cl)cc1Cl)C(O)c1ccccc1 (centres undefined)	-6	-1	-5	1	14	-2	19	-12	4
O=c1c2ccccc2nc(CN2CCCCCC2)n1-c1ccc(F)cc1	-2	-4	8	1.2	-2	6	-3	0	8
COc1ccc(OCC(=O)N2CCN(Cc3c[nH]c4ccccc34)CC2)cc1	-7	-4	19	1.6	-2	12	3	2	12
Cc1cccc(C2=NCC(=O)N(CC(=O)NCc3ccco3)c3sc4c(c32)CCCC4)c1	-2	-3	-1	1.6	-10	-8	3	11	2
COC(=O)[C@@H]1[C@@H](C(=O)OC)C2(c3ccccc3-c3ccccc32)N(c2ccc(Cl)cc2)N1C#N	-5	nt	nt	nt	-6	nt	nt	7	14
N=c1c2c(n(Cc3ccc(Cl)cc3Cl)c3c1CCC3)CCCC2	nt	22	19	1	nt	19	21	nt	nt
O=C(c1ccc(Cl)cc1)C12CN3CN(CN(C3)C1)C2	-5	4	5	1	4	4	7	-4	13
CN(C)c1ccc(CN2CC=C(c3ccc(F)cc3)CC2)cc1	-10	8	1	1.3	-10	5	18	10	9
CCOP(=O)(C#CC(C)(C)C)C(O)(c1ccccc1)C(F)(F)F (centres undefined)	2	-2	22	0.9	8	1	-4	-8	11
Cc1ccc(C2C(S(C)(=O)=O)=C(O)C(=O)N2c2ccccc2)cc1 (centres undefined) (tested in a mixture with another compound)	-3	nt	14	1.3	nt	0	4	nt	7
CC(=O)Nc1ccccc1C(=O)OCC(=O)c1cccc2ccccc12	-3	-8	1	1	-1	-1	-9	-1	2
C=CCn1c(O)c(C(CC)=NCCCO)c(=O)[nH]c1=O	0	-17	10	0.9	nt	5	-4	nt	-10
CCCSP1(=S)NCCCO1 (centres undefined)	-4	13	4	0.9	nt	-10	5	nt	-5
O=C(Nc1ccc(Cl)cc1C(=O)c1ccccc1)c1ccco1	-5	nt	4	0.8	5	-1	-6	-6	-20
CN=C(SCc1ccccc1)c1c(O)n(C)c(=O)n(C)c1=O	-4	-6	nt	0.9	nt	nt	nt	nt	13
COc1ccc(C2=NCc3nnc(C)n3-c3ccc(Cl)cc32)cc1Cl	-4	nt	nt	nt	-1	nt	nt	0	-19
CN1CCN(C(=O)Cc2nc3ccccc3[nH]2)CC1	-6	-8	-2	1	-1	-12	-3	0	15
CC(C)(C)c1ccc(CN2C(=O)CN=C(c3ccccc3)c3ccccc32)cc1	-1	nt	34*	1.3	14	6	10	-12	10
Cc1nn(-c2ccccc2)c(Cl)c1C1C(C#N)=C(N)Oc2c1c(=O)oc1ccccc21 (centres undefined)	0	21	31*	1.1	-14	6	-19	14	4
Cc1ccc2c(c1)C1CN(C)CCC1N2C(=O)Cc1cccs1 (centres undefined)	nt	-8	-1	1	nt	-2	-11	nt	nt
COC(=O)CSC1=NP(=S)(SCC(=O)OC)N2CCCC2=C1C#N (centres undefined)	-13	4	16	1	10	1	-2	-9	6
CCOc1ccc2nc(N3CCC(C(=O)N4CCC5(CC4)OCCO5)CC3)sc2c1	-4	8	16	1.6	-1	5	-6	0	-3
O=c1cccc2n1CC1CC2CN(c2ncnc3c2cnn3-c2ccccc2)C1 (centres undefined)	nt	-10	-8	1.4	nt	5	2	nt	nt

Rewritten with values under each structure: part of the list above
Screens in order: S1P2 agonist	CD11b adhes inh	PostGolgi ctrl	PLAP activator	sEH inh	PostGolgi yeast	E coli WT exp	sEH act	S1P2 blocker
CCn1c(O)c(C(=O)CC2NCCc3ccccc32)c(=O)n(CC)c1=S (centres undefined)
→ -4	nt	18	nt	nt	-10	-4	nt	18
O=C1CC(=O)N(c2ccc3c(c2)OCO3)C(=O)N1
→ -3	-3	4	0.8	2	5	-10	-2	-2

Individual results from the entries so far.
CD11b adhes inh, N=c1c2c(n(Cc3ccc(Cl)cc3Cl)c3c1CCC3)CCCC2 = 22
PostGolgi yeast, Cc1ccc2c(c1)C1CN(C)CCC1N2C(=O)Cc1cccs1 (centres undefined) = -2
